Assay outcomes (PubChem BioAssay)
RXFP1 antag = qHTS Assay for Antagonists of the Relaxin Receptor RXFP1; Relaxin receptor 1 (Homo sapiens), Q9HBX9; HEK293-RXFP1, relaxin-stimulated cAMP HTRF, 30 min; stronger effect = lower value; activity change, negative = inhibition, % at 57.5 µM; hit rate 0.59% among 350,000;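 active = activity change of -60% or lower, but not beyond a set lower limit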; note: % is set by controls: 0 for no effect and ±100 for the full control effect
D1 agonist = Allosteric Agonists of the Human D1 Dopamine Receptor: qHTS; D(1A) dopamine receptor (Homo sapiens), P21728; HEK293 T-REx D1 cells, calcium flux, agonist mode; activation, % at 2 µM; hit rate 1% among 360,000; AID 504660, 2011; note: 0% is about no effect
Target sequence (P21728 whole entry, looked up): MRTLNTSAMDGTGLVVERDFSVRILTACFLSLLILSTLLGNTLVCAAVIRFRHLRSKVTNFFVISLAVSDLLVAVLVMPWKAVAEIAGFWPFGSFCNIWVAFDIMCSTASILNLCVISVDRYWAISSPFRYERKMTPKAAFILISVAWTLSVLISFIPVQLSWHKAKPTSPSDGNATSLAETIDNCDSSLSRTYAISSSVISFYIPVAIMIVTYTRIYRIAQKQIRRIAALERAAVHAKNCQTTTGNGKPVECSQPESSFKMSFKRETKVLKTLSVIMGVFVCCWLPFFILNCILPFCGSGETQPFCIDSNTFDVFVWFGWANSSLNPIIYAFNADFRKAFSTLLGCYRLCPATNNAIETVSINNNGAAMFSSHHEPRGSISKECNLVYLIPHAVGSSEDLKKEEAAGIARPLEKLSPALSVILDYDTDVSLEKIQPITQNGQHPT
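Agonism was scored from calcium flux recorded over 180 s (1 read/s) after pintool compound addition, following a 10-cycle baseline. Cells were inducible force-coupled HEK293 TREx D1, plated overnight at 30 C and loaded with no-wash calcium dye.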
TRHR ag = qHTS for Small Molecule Agonists and Allosteric Enhancers of Human TRH Receptor: Primary Screen for Agonists | Thyrotropin-releasing hormone receptor (Homo sapiens), P34981 | TRHR cells, calcium flux fluo-8, FDSS agonist mode | activation, % at 2 µM | hit rate 0.18% among 360,000 | AID 493084, 2011; note: 0% is about no effect
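Agonist-mode FDSS calcium read (Ex 480/Em 530, 1 s cycles) in 1536-well TRHR cells with fluo-8 dye, after 10-cycle baseline and 23 nL compound addition; TRH at EC20 (10 nM final) added afterwards for the enhancer phase.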
D2 PAM = HTS Assay for Positive Allosteric Modulators of the Human D2 Dopamine Receptor: Primary Screen for Potentiators. hit rate 0.34% among 340,000. HEK293 T-REx D2, calcium flux, EC20 dopamine potentiation. D(2) dopamine receptor (Homo sapiens), P14416. potentiation, % at 10 µM. AID 485347, 2010;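 active = potentiation over 3 SD above the plate norm, cut at about 30% in these data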; note: 0% is about no effect
Target sequence (P14416 whole entry, looked up): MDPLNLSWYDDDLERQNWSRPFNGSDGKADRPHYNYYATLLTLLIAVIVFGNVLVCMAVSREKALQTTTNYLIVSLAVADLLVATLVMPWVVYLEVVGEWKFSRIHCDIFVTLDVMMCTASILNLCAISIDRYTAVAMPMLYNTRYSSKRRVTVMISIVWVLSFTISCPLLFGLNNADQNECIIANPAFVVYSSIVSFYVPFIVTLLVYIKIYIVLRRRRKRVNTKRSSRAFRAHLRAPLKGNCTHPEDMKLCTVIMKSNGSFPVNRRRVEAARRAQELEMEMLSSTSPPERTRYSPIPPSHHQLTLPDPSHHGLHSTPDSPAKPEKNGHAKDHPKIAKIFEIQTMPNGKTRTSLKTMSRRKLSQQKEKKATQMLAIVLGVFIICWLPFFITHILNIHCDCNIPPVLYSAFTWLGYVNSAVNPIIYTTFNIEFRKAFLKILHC
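Cells plated with tetracycline inducer and held overnight at 30 C; calcium dye loaded 30–90 min at room temperature; baseline taken, compound added and read 180 s; EC20 dopamine then added and read 180 s.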
D1 antag = Antagonist of Human D 1 Dopamine Receptor: qHTS | D(1A) dopamine receptor (Homo sapiens), P21728 | HEK293 TREx D1 cells, calcium flux, dopamine EC80; stronger effect = lower value | activity change, negative = inhibition, % at 10 µM | hit rate 3.2% among 360,000; in the data active = activity change below about -30%; note: % is set by controls: 0 for no effect and ±100 for the full control effect
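Tetracycline-induced HEK293 Trex D1 cells, force-coupled to calcium, dye-loaded; compounds added and read 180 s, then EC80 dopamine added and calcium flux tracked kinetically another 180 s.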
D2 ag = HTS Assay for Allosteric Agonists of the Human D2 Dopamine Receptor: Primary Screen for Agonists; D(2) dopamine receptor (Homo sapiens), P14416; hit rate 0.53% among 340,000; HEK293 T-REx D2 cells, calcium flux agonist mode; AID 485358, 2010; activation, % at 2 µM;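 active = activation over 3 SD above normal in the single-dose calcium agonist read, cut at about 30% in these data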; note: 0% is about no effect
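HEK293 Trex D2 cells, tetracycline-induced, o/n 30 C 5% CO2; no-wash Ca dye, RT 30–90 min; 10-cycle baseline, 23 nl cpd added, kinetic Ca read 180 s; agonist hits = positive Ca response.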
D2 antag = HTS Assay for Allosteric Antagonists of the Human D2 Dopamine Receptor: Primary Screen for Antagonists | HEK293 TREx D2 cells, calcium flux, dopamine EC80 | D(2) dopamine receptor (Homo sapiens), P14416 | hit rate 2% among 340,000 | inhibition, % at 10 µM; in the data active = inhibition above about 30%; note: 0% is about no effect
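Measurement of antagonist activity uses fluorescent calcium dye in inducible HEK293 T-REx D2 cells: 10 s baseline, compound addition with 180 s read, EC80 dopamine addition with a further 180 s read.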
D1 PAM = Potentiators of Human D1 Dopamine Receptor: qHTS. D(1A) dopamine receptor (Homo sapiens), P21728. HEK293 TREx D1 cells, calcium flux, dopamine EC20 potentiation. potentiation, % at 10 µM. hit rate 0.036% among 360,000. AID 504651, 2011; in the data active = potentiation above about 30%; note: 0% is about no effect
TRHR PAM = qHTS for Small Molecule Agonists and Allosteric Enhancers of Human TRH Receptor: Primary Screen for Enhancers; Thyrotropin-releasing hormone receptor (Homo sapiens), P34981; TRHR cells, fluo-8 calcium fluorescence, EC20 TRH enhancement; enhancement, % at 2 µM; hit rate 0.66% among 360,000; AID 493056, 2011; in the data active = enhancement above about 30%; note: 0% is about no effect
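Enhancer read-out: after compound pinning and an initial kinetic agonist-mode read, an EC20 of TRH (10 nM final) was injected and fluo-8 calcium signal (Ex 480/Em 530) followed at 1 s/cycle for 100 cycles in TRHR-expressing cells.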
* marks the source's active call; other numbers are inactive results; . = not tested or not shown. Cut-off read from the data, not from the text of the source, unless noted: active = activation above about 30%; inactive = the rest.

SMILES	RXFP1 antag	D1 agonist	TRHR ag	D2 PAM	D1 antag	D2 ag	D2 antag	D1 PAM	TRHR PAM
Cn1nc(-c2ccccc2)c2ncc(C(F)(F)F)cc21	-8	3	1.1	8	-4	.	.	-4	-6
COc1ccc(CCN(C)CCC(=O)Nc2cccc(C)c2)cc1OC	-4	3	0.6	-19	-33*	-0.6	-8	-5	-2
Cc1ccsc1/C=N/NC(=O)c1cc(-c2ccncc2)nc2ccccc12	2	2	-0.6	-14	-1	0.2	-8	-6	36*
COc1cccc2c(C)cc3nnc(SCC(=O)Nc4ccc(C)cc4)n3c12	-19	2	-0.2	-16	0	-1.9	.	-1	-1
O=C(NN1C(=O)C2C3C=CC(O3)C2C1=O)c1cccc(O)c1 (stereo not drawn)	-1	2	-0.1	12	-80*	-0.2	-2	-11	-3
COc1ccccc1NC(=S)N(Cc1ccccc1)Cc1cccnc1	-6	0	0.0	.	-1	0.4	0	-3	-6
O=C(O)c1nn(-c2ccc(F)cc2)ccc1=O	3	4	-0.7	11	-8	0.4	-3	-7	18
O=S(=O)(c1ccccc1)n1nc(-c2ccccc2)nc1NCc1ccco1	-7	9	1.4	4	6	-0.5	7	-6	-3
C/C(N)=C(/C#N)C(=O)CSc1nnnn1-c1ccccc1	-1	2	-0.2	13	0	-0.3	-9	0	1
CN1CCC(N(C)C(=O)c2cc(=O)c3ccccc3o2)CC1	-10	2	-0.6	-3	5	0.2	7	-1	1
COc1ccc(S(=O)(=O)N(C)c2nc3ccccc3n3c(CC(C)C)nnc23)cc1	1	2	-1.3	-13	-6	0.5	-9	-3	0
CCOC(=O)Nc1nc(-c2ccc(F)cc2F)cs1	-5	4	-0.4	-2	-6	-0.9	12	-3	-4
COc1ccc(OC)c(NC(=O)C2CCCN2S(=O)(=O)c2cccc3nsnc23)c1 (stereo not drawn)	-16	1	0.5	0	1	-0.2	-7	0	16
CNC(=S)NNC(=O)c1cc(-c2cccnc2)nc2ccccc12	1	6	-0.4	12	-7	0.2	-8	-2	8
CNS(=O)(=O)c1ccc2ccccc2c1	-5	1	-1.4	1	-18	-2.4	14	6	1
COc1ccc(NC(=O)c2cccc(N3C(=O)c4cccc([N+](=O)[O-])c4C3=O)c2)cc1	-2	0	0.3	6	-12	0.0	-1	-2	-5
Cc1ccc([N+](=O)[O-])cc1S(=O)(=O)NCCc1c(C)[nH]c2c(C)cccc12	9	-1	0.8	-1	-23	3.1	3	-4	20
CC(C(=O)OCC(=O)c1ccc(Br)cc1)N1C(=O)C2C3C=CC(C3)C2C1=O (stereo not drawn)	-3	-3	-0.8	32*	-5	2.4	-20	-4	6
CS(=O)(=O)c1ccc(S(=O)CC(=O)Oc2ccc(Cl)cc2)c([N+](=O)[O-])c1 (stereo not drawn)	12	8	1.0	10	21	2.9	10	6	-6
O=C(c1ccco1)N1CCN(C(=O)c2ccc(COc3ccc(F)cc3)o2)CC1	0	2	0.7	-4	-17	-1.1	1	-8	5
Cc1cccc(NC(=S)NN2CCN(C)CC2)c1C	-3	3	0.9	5	-8	0.2	23	-2	-1
OC(COC(c1ccccc1)c1ccccc1)CN1CCc2ccccc2C1 (stereo not drawn)	-18	7	0.2	-26	-25	-0.1	-17	-2	2
O=C(NN=C1CCCCCC1)c1ccc2c(c1)OCO2	-34	0	0.2	-7	3	0.1	14	6	-12
CC1CN(S(=O)(=O)c2ccc(NC(=O)c3ccco3)cc2)CC(C)O1 (stereo not drawn)	-6	2	-0.1	4	-22	0.5	-8	-1	17
COC(=O)c1ccc(NC(=O)C2CCCN2S(=O)(=O)c2ccc(OC)cc2)cc1 (stereo not drawn)	-6	1	-0.1	-10	-14	0.0	-17	3	-4
CCN(CC(=O)NCc1cccs1)C(=O)c1ccccc1F	5	1	-0.1	9	3	1.1	3	3	3
N#CCCN(C(=O)c1ccc2c(=O)n3c(nc2c1)CCCCC3)c1ccccc1	9	-1	-0.2	0	-5	-0.5	-10	-2	-2
CCN(CC(=O)Nc1cc(Cl)ccc1C)C(=O)COc1cccc2c1OC(C)(C)C2	-20	5	0.4	-22	6	0.6	43*	4	-1
Cc1c(NC(=O)c2ccc(NS(=O)(=O)c3ccccc3)cc2)c(=O)n(-c2ccccc2)n1C	5	4	0.0	12	-8	0.2	-4	0	6
COc1nc(NCCc2ccc(OC)c(OC)c2)nc(NC(C)(C)CO)n1	3	-1	0.1	0	-27	0.0	4	-20	0
COc1ccc(C(=O)Nc2nc(C)cc(C)n2)cc1	-7	2	0.6	10	3	0.0	6	-2	0
CCc1nc(CN2CCN(Cc3ccc(F)c(F)c3)C(CCO)C2)c(C)[nH]1 (stereo not drawn)	3	2	0.3	-1	12	0.0	-11	-6	5
CSc1ccccc1OCc1cc(C(=O)NC(C)CCn2cccn2)no1 (stereo not drawn)	-2	0	-0.7	.	-7	.	.	-3	-4
CCOc1nc2c(c(=O)n(C)c(=O)n2C)n1Cc1ccccc1Cl	-1	4	-0.7	-1	-10	0.1	-12	-12	21
O=C(O)c1c2c(nc3ccccc13)/C(=C/c1ccc(OC(F)F)cc1)CCC2	-8	3	1.1	-5	-5	-0.1	-9	1	2
COc1ccc(-c2[nH]ncc2/C=N/NC(=O)c2ccncc2)c(OC)c1	-8	2	0.0	-4	3	-0.2	9	0	1
CCOC(=O)N1CCC(N2CCCC(CO)(Cc3cccc(OC)c3)C2)CC1 (stereo not drawn)	-7	0	1.3	-5	1	0.4	-4	2	8
COc1ccc(C(=O)NCC(=O)N/N=C/c2c(C)[nH]c3ccccc23)cc1OC	-3	2	0.2	-19	3	-1.4	-25	4	-5
CCOC(=O)Nc1cccc(Cl)c1C	14	4	-0.8	1	4	-1.0	1	-3	-1
C[C@H](CCC(=O)O)[C@H]1CC[C@H]2[C@@H]3CC[C@@H]4C[C@H](O)CC[C@]4(C)[C@H]3CC[C@]12C	14	3	-0.7	0	-9	0.2	-8	1	3
O=C(COC(=O)c1cccs1)Nc1nnc(-c2ccccc2)o1	-11	-1	0.7	-3	-4	1.3	0	-1	9
Cc1ccc(NC(=O)C2CCN(S(=O)(=O)c3cccs3)CC2)cc1C	5	8	-0.6	-5	-22	-1.2	-1	-7	-6
Cc1cccc(Cn2c(SCc3ccc(C(=O)NC4CCCC4)cc3)nc3cccnc32)c1	-3	13	0.6	-3	-7	2.9	.	-3	-17
O=C(NCCCc1nc2ccccc2n1Cc1cccc(Cl)c1)C1CCCCC1	-7	0	0.0	12	45	.	.	0	-9
CC1(C(=O)N2CC3(CC(c4cccc(NC(=O)CC(c5ccccc5)c5ccccc5)c4)=NO3)C[C@@H]2C(N)=O)CC1 (stereo partly drawn)	.	8	1.0	18	11	0.1	-5	-1	-4

10 of the compounds above, as a markdown table.
| SMILES | RXFP1 antag | D1 agonist | TRHR ag | D2 PAM | D1 antag | D2 ag | D2 antag | D1 PAM | TRHR PAM |
| --- | --- | --- | --- | --- | --- | --- | --- | --- | --- |
| COc1ccc(-c2[nH]ncc2/C=N/NC(=O)c2ccncc2)c(OC)c1 | -8 | 2 | 0.0 | -4 | 3 | -0.2 | 9 | 0 | 1 |
| CCOC(=O)N1CCC(N2CCCC(CO)(Cc3cccc(OC)c3)C2)CC1 (stereo not drawn) | -7 | 0 | 1.3 | -5 | 1 | 0.4 | -4 | 2 | 8 |
| COc1ccc(C(=O)NCC(=O)N/N=C/c2c(C)[nH]c3ccccc23)cc1OC | -3 | 2 | 0.2 | -19 | 3 | -1.4 | -25 | 4 | -5 |
| CCOC(=O)Nc1cccc(Cl)c1C | 14 | 4 | -0.8 | 1 | 4 | -1.0 | 1 | -3 | -1 |
| C[C@H](CCC(=O)O)[C@H]1CC[C@H]2[C@@H]3CC[C@@H]4C[C@H](O)CC[C@]4(C)[C@H]3CC[C@]12C | 14 | 3 | -0.7 | 0 | -9 | 0.2 | -8 | 1 | 3 |
| O=C(COC(=O)c1cccs1)Nc1nnc(-c2ccccc2)o1 | -11 | -1 | 0.7 | -3 | -4 | 1.3 | 0 | -1 | 9 |
| Cc1ccc(NC(=O)C2CCN(S(=O)(=O)c3cccs3)CC2)cc1C | 5 | 8 | -0.6 | -5 | -22 | -1.2 | -1 | -7 | -6 |
| Cc1cccc(Cn2c(SCc3ccc(C(=O)NC4CCCC4)cc3)nc3cccnc32)c1 | -3 | 13 | 0.6 | -3 | -7 | 2.9 | . | -3 | -17 |
| O=C(NCCCc1nc2ccccc2n1Cc1cccc(Cl)c1)C1CCCCC1 | -7 | 0 | 0.0 | 12 | 45 | . | . | 0 | -9 |
| CC1(C(=O)N2CC3(CC(c4cccc(NC(=O)CC(c5ccccc5)c5ccccc5)c4)=NO3)C[C@@H]2C(N)=O)CC1 (stereo partly drawn) | . | 8 | 1.0 | 18 | 11 | 0.1 | -5 | -1 | -4 |

Continued.
SMILES	RXFP1 antag	D1 agonist	TRHR ag	D2 PAM	D1 antag	D2 ag	D2 antag	D1 PAM	TRHR PAM
CC(=N\O)/C(CN(C)C)=N/O	12	3	-0.4	.	-3	.	.	0	20
O=C(NCC(=O)N(CCc1ccccc1)C(C(=O)NC1CCCC1)c1cccnc1)c1ccco1 (stereo not drawn)	8	2	-1.0	-2	4	-1.3	7	0	-1
CNS(=O)(=O)c1cn(CC(=O)NCc2ccccc2OC)cc1S(=O)(=O)NC	-6	2	1.4	-6	-4	0.5	27	-2	-2
Cc1onc(-c2ccccc2Cl)c1C(=O)Oc1ccc(Br)cc1	3	5	1.2	2	1	.	.	-2	0
O=C1N(Cc2cccc(C(F)(F)F)c2)c2ccccc2S(=O)(=O)N1c1cccc(Cl)c1	.	4	0.1	8	-19	.	.	0	13
O=C(Nc1ccc(O)c(-c2nc3ccccc3o2)c1)C1(c2ccc([N+](=O)[O-])cc2)CCCC1	5	4	0.4	4	15	1.7	-12	20	28
O=C(NCc1ccccc1)c1nncc(-c2ccccc2)n1	.	-5	-0.5	-2	.	-0.3	9	7	2
C/C(=N/NC(=O)c1cccc(N2CCCC2=O)c1)c1ccncc1	7	1	0.6	-5	-8	0.3	-13	-9	-1
CC(OC(=O)C1=COCCO1)C(=O)Nc1ccc(Cl)cn1 (stereo not drawn)	-1	2	-0.3	-22	2	-0.5	5	1	-3
